Screening data deposited in PubChem by National Center for Advancing Translational Sciences (NCATS).
B2AR arrestin: agonists driving beta-arrestin recruitment to human beta2-adrenergic receptor. P07550. beta-arrestin recruitment to beta2AR, cell-based reporter. Potency, µM (top dose mostly 46.1 µM), for inactives: at the top dose activation, most hits filed as activators. 330,000 tested, 0.02% active;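 also: potency is read from the fitted curve at half-maximal effect; 0% = DMSO controls and full agonism = EC100 isoproterenol or metaproterenol; nearly all actives have a fitted effect of over 65% in size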
ELG1 repair inh: inhibitors of ELG1-dependent DNA repair in HEK293T cells; HEK293T ELG1-luciferase reporter, luminescence, 16 h; DNA damage induced by 5-fluorouridine; Potency, µM (highest dose often 46.1 µM), without a hit: at the top dose activity change, negative = inhibition, most hits filed as inhibitors; 330,000 tested, 2.3% active; AID 504467; also: potency is read from the fitted curve at half-maximal effect; % is scaled to controls: 0 for no effect and ±100 for the full control effect; nearly all actives have a fitted effect of over 55% in size
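Cells (2,000 per well) received 5-fluorouridine plus test compound or DMSO and were incubated 16 hr at 37 °C, 5% CO2. Luciferase activity was read by luminescence 30 min after ONE-Glo addition; signal suppression marked inhibition of damage-induced ELG1 function.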
TRPV1 ag: activates the human vanilloid receptor TRPV1 | TRPV1-expressing cells, Fluo-8 calcium influx, agonist mode | activation, % at 8.33 µM | 320,000 tested, 0.19% active | AID 540275; in the data active = activation above about 80%; inconclusive = between about 30% and that limit; also: 0% is about no effect
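Fluo-8 calcium influx in TRPV1-expressing cells, kinetic read (ex 480/em 520 nm). Compound added and read 3 min for agonist activity, followed by capsaicin at EC20 final and 2 min further read for enhancement.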
A-T KAP1 phos: potential ataxia-telangiectasia treatment. […] A-T fibroblasts, KAP-1 phosphorylation AlphaLISA; neocarzinostatin DNA damage 30 min before lysis. Potency, µM (titrated, usually from 57.5 µM), for inactives: top-dose activation, hits mostly activators. AID 485349. 320,000 tested, 0.19% active; also: potency is read from the fitted curve at half-maximal effect; % of control where 0% means no effect; nearly all actives have a fitted effect of over 45% in size
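ATM-like activity read as KAP-1 phosphorylation via AlphaLISA donor/acceptor antibody pairs after lysis and 6 hr at 25C. Cells were ATM-null patient fibroblasts ([…], hTERT), dosed 60 min, then exposed to the DSB inducer NCS for 30 min.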
p53 reactivation: restores transcriptional activity of mutant p53; H1299 p53-A138V BP100-luciferase reporter, luminescence, 24 h; 320,000 tested, 0.063% active; Potency, µM (doses to about 92.2 µM), for inactives: at the highest dose activity change, positive = activation, usual class: activators; AID 504706; also: potency is read from the fitted curve at half-maximal effect; % of control where 0% means no effect; nearly all actives have a fitted effect of over 45% in size
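H1299 (p53-null), stable ts p53-A138V + BP100-Luc; 1000 cells/well, Opti-MEM/10% FBS; cpd 4 pt, 1:5; 24 h, 37 deg C, 5% CO2; detection reagent 10 min RT; luminescence.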
CXXC DNA block: blocks binding of human MLL CXXC domain to DNA. MLL-CXXC / FITC-HOXA9 DNA fluorescence polarization. Potency, µM (series often up to 115 µM), without a hit: top-dose activity change, negative = inhibition, hits mostly inhibitors. 290,000 tested, 0.037% active. AID 2662; active = well fitted inhibition curve with a large enough effect in the polarisation, with a control signal flat, not every such curve was filed as active; inconclusive = small, poorly fitted or top-dose-only effect, or effect the other way, or a change in a side signal; inactive = no such curve, though single readings can be large or run the other way; the % refers to the polarisation; also: potency is read from the fitted curve at half-maximal effect
Target sequence (Q03164 whole entry, looked up, the tested form may be a part): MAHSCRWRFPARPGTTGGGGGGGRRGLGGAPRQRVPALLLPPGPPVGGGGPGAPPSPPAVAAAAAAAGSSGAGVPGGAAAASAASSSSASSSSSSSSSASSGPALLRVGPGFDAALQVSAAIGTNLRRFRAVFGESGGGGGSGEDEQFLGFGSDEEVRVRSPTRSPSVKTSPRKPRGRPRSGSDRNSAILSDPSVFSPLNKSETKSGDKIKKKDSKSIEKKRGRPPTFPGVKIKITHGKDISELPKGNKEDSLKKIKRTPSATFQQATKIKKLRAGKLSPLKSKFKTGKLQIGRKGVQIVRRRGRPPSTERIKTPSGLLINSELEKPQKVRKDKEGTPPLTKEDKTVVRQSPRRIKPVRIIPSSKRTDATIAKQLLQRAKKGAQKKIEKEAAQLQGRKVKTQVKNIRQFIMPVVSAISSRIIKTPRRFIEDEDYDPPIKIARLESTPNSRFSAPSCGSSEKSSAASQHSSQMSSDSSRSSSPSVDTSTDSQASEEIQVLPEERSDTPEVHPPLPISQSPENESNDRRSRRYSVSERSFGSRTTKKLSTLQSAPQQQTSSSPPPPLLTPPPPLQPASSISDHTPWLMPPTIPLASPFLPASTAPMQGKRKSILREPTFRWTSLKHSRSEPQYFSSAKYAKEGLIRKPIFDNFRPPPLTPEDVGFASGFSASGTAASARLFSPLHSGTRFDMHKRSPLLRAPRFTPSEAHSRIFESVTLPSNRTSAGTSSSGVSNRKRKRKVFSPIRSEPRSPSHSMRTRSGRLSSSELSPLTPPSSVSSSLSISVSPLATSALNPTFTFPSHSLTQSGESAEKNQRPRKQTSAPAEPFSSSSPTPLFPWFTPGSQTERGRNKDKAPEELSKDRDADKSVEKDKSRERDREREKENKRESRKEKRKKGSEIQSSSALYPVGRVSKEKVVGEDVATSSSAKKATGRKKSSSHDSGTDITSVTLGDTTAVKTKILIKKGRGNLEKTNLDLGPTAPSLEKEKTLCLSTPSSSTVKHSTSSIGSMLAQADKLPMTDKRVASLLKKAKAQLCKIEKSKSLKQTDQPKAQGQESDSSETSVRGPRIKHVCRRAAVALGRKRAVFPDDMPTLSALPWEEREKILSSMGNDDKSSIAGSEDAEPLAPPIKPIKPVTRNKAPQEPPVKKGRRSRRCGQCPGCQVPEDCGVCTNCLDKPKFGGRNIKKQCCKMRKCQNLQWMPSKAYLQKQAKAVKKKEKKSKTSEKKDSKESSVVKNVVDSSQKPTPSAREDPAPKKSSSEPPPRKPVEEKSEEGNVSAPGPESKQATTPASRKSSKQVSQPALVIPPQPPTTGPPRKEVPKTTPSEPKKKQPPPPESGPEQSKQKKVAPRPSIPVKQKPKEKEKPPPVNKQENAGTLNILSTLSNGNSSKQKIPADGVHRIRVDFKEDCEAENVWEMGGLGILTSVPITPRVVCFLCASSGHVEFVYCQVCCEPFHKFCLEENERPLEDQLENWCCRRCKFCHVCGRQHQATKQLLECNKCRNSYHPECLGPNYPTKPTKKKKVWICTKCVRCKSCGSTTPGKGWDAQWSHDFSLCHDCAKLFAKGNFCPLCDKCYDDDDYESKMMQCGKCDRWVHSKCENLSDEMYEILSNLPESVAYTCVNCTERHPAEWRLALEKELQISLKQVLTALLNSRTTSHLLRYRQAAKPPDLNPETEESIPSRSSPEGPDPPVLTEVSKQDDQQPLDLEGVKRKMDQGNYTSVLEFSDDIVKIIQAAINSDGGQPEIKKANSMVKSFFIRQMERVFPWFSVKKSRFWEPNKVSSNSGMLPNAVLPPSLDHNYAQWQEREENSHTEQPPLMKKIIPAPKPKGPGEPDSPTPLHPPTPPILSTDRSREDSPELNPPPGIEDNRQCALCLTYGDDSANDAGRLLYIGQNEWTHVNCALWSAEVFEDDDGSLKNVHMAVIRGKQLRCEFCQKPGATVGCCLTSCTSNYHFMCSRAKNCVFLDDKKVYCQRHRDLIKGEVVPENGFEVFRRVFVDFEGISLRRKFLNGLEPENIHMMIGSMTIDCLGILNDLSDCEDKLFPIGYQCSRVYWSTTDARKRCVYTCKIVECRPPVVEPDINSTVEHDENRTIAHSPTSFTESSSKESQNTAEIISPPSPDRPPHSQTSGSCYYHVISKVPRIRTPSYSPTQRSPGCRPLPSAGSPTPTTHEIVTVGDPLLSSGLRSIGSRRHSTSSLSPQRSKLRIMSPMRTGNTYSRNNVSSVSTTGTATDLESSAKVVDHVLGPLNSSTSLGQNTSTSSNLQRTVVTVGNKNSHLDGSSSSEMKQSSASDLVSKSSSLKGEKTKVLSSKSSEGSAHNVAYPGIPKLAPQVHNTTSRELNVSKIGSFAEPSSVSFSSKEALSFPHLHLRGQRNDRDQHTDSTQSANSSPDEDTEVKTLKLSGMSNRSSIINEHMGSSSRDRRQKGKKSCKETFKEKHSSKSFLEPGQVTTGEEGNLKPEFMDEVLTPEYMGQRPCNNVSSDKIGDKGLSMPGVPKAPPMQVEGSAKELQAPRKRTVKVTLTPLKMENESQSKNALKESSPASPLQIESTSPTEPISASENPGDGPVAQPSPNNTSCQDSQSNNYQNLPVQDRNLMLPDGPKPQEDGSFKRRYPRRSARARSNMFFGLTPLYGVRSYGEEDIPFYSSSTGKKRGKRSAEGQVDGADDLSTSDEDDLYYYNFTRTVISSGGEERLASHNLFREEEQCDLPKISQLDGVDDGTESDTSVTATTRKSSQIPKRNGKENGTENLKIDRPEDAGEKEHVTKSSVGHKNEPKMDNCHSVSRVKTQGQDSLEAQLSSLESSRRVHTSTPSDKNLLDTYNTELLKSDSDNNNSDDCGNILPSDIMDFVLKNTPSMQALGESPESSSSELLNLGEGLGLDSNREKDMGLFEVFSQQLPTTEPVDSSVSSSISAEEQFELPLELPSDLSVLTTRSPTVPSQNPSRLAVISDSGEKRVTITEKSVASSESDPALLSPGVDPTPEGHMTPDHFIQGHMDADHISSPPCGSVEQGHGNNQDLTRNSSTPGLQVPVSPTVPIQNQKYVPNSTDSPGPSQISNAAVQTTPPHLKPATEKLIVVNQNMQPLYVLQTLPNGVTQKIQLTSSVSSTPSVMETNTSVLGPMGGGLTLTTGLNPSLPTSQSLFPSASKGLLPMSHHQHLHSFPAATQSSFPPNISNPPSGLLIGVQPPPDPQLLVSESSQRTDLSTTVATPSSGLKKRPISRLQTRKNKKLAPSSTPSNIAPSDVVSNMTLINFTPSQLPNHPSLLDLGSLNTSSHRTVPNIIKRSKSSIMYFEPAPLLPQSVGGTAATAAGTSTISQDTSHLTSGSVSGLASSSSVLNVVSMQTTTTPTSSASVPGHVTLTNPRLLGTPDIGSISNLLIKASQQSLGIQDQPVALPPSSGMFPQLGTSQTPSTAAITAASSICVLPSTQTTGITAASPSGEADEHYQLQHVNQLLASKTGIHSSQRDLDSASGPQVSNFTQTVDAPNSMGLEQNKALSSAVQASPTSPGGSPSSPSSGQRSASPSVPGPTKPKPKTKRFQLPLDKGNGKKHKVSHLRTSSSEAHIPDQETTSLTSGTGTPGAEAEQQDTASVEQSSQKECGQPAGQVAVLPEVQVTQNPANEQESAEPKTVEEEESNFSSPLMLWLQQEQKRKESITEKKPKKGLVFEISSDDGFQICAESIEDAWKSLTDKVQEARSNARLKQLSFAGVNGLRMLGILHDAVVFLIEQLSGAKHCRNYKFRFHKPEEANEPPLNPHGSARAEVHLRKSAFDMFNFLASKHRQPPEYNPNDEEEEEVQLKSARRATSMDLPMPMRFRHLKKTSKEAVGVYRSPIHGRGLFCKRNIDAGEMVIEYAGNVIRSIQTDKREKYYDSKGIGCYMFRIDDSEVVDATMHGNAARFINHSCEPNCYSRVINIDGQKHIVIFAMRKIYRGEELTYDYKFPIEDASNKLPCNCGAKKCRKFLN
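Steps: dispense CXXC domain solution (7 uM) → pin compounds or unlabeled HOX-A9 DNA control → 5 min ambient → add FLSN-HOX-A9 solution (50 nM) → spin → 30 min ambient → fluorescence polarization. Tris pH 7.5/NaCl/DTT/BSA buffer.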
TCR act: T cell receptor activation. AID 504894. Potency, µM (doses to about 9.22 µM), for the others: at the highest dose activation of IL-2 secretion, hits mostly activators. 330,000 tested, under 10 active. primary human leukocytes, anti-CD3, IL-2 HTRF, 48 h; also: % of control where 0% means no effect
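TCR engagement came from a-CD3 beads alone, with compounds added to primary human leukocytes for 48 hr. Secreted IL-2 bridged europium cryptate- and d2-labelled anti-IL-2 antibodies, giving FRET emission at 665nm after 320nm excitation.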
BRCA1 expr act: BRCA1 expression activation | 380,000 tested, 1.1% active | Potency, µM (doses to about 46.1 µM), without a hit: top-dose activation, usual class: activators | MCF7-BRCA1-FFLuc reporter, luminescence, 48 h; response scale: scaled: vehicle 0%, 10 µM genistein 100% | AID 624202; also: potency is read from the fitted curve at half-maximal effect; nearly all actives have a fitted effect of over 80% in size; some results filed as inactive show a strong effect at the top dose
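Activators of BRCA1 expression were detected as increased firefly luciferase luminescence in engineered MCF7 cells after 48 h compound incubation. Signals were scaled to genistein 10 microM as full activation.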
Integrin act MD: integrin-mediated muscular dystrophy alleviation activation; alpha7betagal myoblasts, beta-gal FDG fluorescence, 48 h; Potency, µM (highest dose often 38.3 µM), for inactives: at the highest dose activation, most hits filed as activators; 350,000 tested, 0.064% active; AID 624291;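 also: potency is read from the fitted curve at half-maximal effect; 100% = response of the positive control SU9516; nearly all actives have a fitted effect of over 60% in size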
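alpha7betagal+/- myoblasts (passage 13, 250/well) treated 48 h at 37C with compounds at 1:260 dilution of DMSO stock. Lysed, then beta-galactosidase activity read as FDG fluorescence (ex 480/em 540) after 30 min, with pre-read for autofluorescence.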
PTAP TSG101 blk: blocks PTAP/TSG101 interaction to inhibit HIV-1 budding; Q99816; Fluorescence polarization, FITC-PTAP peptide / Tsg101 binding; Potency, µM (series often up to 115 µM), for inactives: at the highest dose activity change, negative = inhibition, most hits filed as inhibitors; 340,000 tested, under 10 active; active = well fitted inhibition curve with a large enough effect in the main read-out, with a control signal flat, not every such curve was filed as active; inconclusive = small, poorly fitted or top-dose-only effect, or effect the other way, or a change in a side signal; inactive = no such curve, though single readings can be large or run the other way; also: potency is read from the fitted curve at half-maximal effect; % of control where 0% means no effect
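Tsg101 binding domain (10 uM final) was mixed with compound and a FITC-labeled PTAP peptide (50 nM final) in HEPES pH 7.5 buffer with NaCl, Tween 20, EDTA and TCEP; fluorescence polarization was read after 20 min at r.t.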
* hit, by the source's call; ? = inconclusive; · = not tested or not shown; [ ] = remark or other dose. Unless noted, calls follow the shape of the dose curve; as a rule, active = well fitted curve in the direction sought with a large enough effect; inconclusive = small, poorly fitted or top-dose-only effect, or another doubt; inactive = no such curve, though single readings can be large; an effect the other way counts as inactive or inconclusive.

nr	Molecule	B2AR arrestin	ELG1 repair inh	TRPV1 ag	A-T KAP1 phos	p53 reactivation	CXXC DNA block	TCR act	BRCA1 expr act	Integrin act MD	PTAP TSG101 blk
1	COC(=O)C(C)Sc1nnc(Cc2cc(=O)[nH]c(=O)[nH]2)n1-c1ccc(OC)cc1 (stereo not given)	0.3%	12%	·	4%	0%	-3%	-8%	-6%	-8%	1%
2	Cc1ccsc1/C=N/NC(=O)C1CC(=O)N(c2ccc(F)cc2)C1 (stereo not given)	0.2%	?	3	0%	-5%	3%	-1%	7%	41%	-1%
3	C=CCN1C(=O)C(O)(CC(=O)c2ccc(-n3cccc3)cc2)c2ccccc21 (stereo not given)	-0.4%	5%	-4	-7%	-3%	-10%	4%	-1%	-43%	-3%
4	NC(=O)c1ccsc1NC(=O)COC(=O)COc1ccccc1F	-0.6%	16%	3	4%	10%	1%	3%[46.1 µM]	-12%	6%	1%
5	O=C(CC(C(=O)O)c1ccc(Cl)cc1)c1ccccc1 (stereo not given)	0.2%	4%	0	-1%	-4%	10%	-3%	8%	11%	-1%
6	O=c1ccc(S(=O)(=O)N2CCCC2)c[nH]1	?	?	·	6%	1%	·	-9%	3%	-12%	-1%
7	Cc1ccccc1N(C)S(=O)(=O)c1nnc(NC(=O)c2ccco2)s1	0.4%	6%	1	1%	1%	17%	-67%	-23%	-23%	4%
8	CCCC(=O)N1CCc2cc(-c3nc(N)sc3C)ccc21	-0.2%	?	0	-5%	?	-3%	4%	?	-10%	-5%
9	CCOC(=O)c1c(C)[nH]c(C)c1S(=O)(=O)NCC1CCN(Cc2ccc(C)cc2)CC1	-0.6%	21%	-4	4%	-3%	1%	6%	2%	12%	-3%
10	CCOc1cnc(-c2c(-c3ccccc3Cl)noc2C)o1	-0.2%	?	16	8%	-4%	2%	-4%	0%	-19%	-2%
11	COc1ccc(C2C(C(C)=O)=C(O)C(=O)N2CCc2ccccc2)c(OC)c1 (stereo not given)	-0.6%	?	-1	-4%	-4%	3%	-7%	-16%	29%	1%
12	CCc1nnc(NC(=O)c2ccc(COc3ccc(C)cc3)o2)s1	0.4%	12%	-1	9%	3%	13%	-1%	5µM*	?	-4%
13	Cc1ccc(Cl)cc1N(CC(=O)Nc1cccc(N(C)S(C)(=O)=O)c1)S(C)(=O)=O	-0.3%	?	2	5%	1%	4%	-9%	-6%	-1%	-1%
14	COc1cc(C=O)ccc1Oc1nnnn1-c1ccccc1	0.2%	-1%	-5	?	3%	19%	-4%	-4%	12%	0%
15	Cc1ccc(-c2nc(N)n(S(=O)(=O)c3ccc(C)cc3)n2)cc1	-0.7%	-15%	11	-2%	0%	-1%	5%	-9%	-477%[inhibitor]	-1%
16	O=C(Nc1cccc(O)c1)c1ccc([N+](=O)[O-])cc1Cl	-0.5%	?	4	12%	?	0%	-2%	5µM*	24%	-2%
17	CC(C)CNC(=O)NC(=O)CSc1nc2ccccc2n1CC(C)C	-0.1%	-9%	9	8%	-5%	-2%	1%	-12%	-4%	-1%
18	Cc1ccc(C(=O)n2c3ccccc3c3ccccc32)cc1	0.0%	10%	1	6%	21%	-4%	-5%	-64%	1%	0%
19	COc1cccc(C(=O)CC(C(=O)O)c2ccc(F)cc2)c1 (stereo not given)	0.5%	7%	-3	-3%	-6%	1%	-9%	4%	-8%	-3%
20	COc1cccc(OCc2nnc(SCC(=O)NCc3ccco3)n2CCc2ccccc2)c1	-0.8%	-27%	19	4%	-6%	8%	3%	0%	-32%	-6%
21	COc1ccccc1NC(=S)NC(=O)/C=C/c1cccs1	3.5%	11%	1	-3%	-6%	10%	10%	-14%	1%	0%
22	CCN(CC(=O)Nc1c(F)cccc1F)C(=O)c1cccc(S(=O)(=O)N(C)c2ccccc2)c1	-0.1%	-3%	10	10%	2%	·	-4%	-11%	23%	-12%
23	O=C(Nc1cccc(F)c1)c1ccccc1	-0.1%	?	?	-3%	21%	-7%	-9%	78%	10%	-7%
24	CCOC(=O)Nc1cc2c(cc1[N+](=O)[O-])-c1ccccc1C2=O	·	·	·	·	·	·	3%	-40%	-23%	2%
25	CC(C)N(C(=O)C(F)(F)F)C(C(=O)NC1CCCCC1)c1ccncc1 (stereo not given)	-0.5%	4%	-6	-5%	-7%	2%	-4%[46.1 µM]	2%	13%	-5%

Reformatted: three of the compounds above
13. Cc1ccc(Cl)cc1N(CC(=O)Nc1cccc(N(C)S(C)(=O)=O)c1)S(C)(=O)=O
20. COc1cccc(OCc2nnc(SCC(=O)NCc3ccco3)n2CCc2ccccc2)c1
2. Cc1ccsc1/C=N/NC(=O)C1CC(=O)N(c2ccc(F)cc2)C1 (stereo not given)

assay / compound,13,20,2
B2AR arrestin,-0.3%,-0.8%,0.2%
ELG1 repair inh,?,-27%,?
TRPV1 ag,2,19,3
A-T KAP1 phos,5%,4%,0%
p53 reactivation,1%,-6%,-5%
CXXC DNA block,4%,8%,3%
TCR act,-9%,3%,-1%
BRCA1 expr act,-6%,0%,7%
Integrin act MD,-1%,-32%,41%
PTAP TSG101 blk,-1%,-6%,-1%

The results go on:
nr	Molecule	B2AR arrestin	ELG1 repair inh	TRPV1 ag	A-T KAP1 phos	p53 reactivation	CXXC DNA block	TCR act	BRCA1 expr act	Integrin act MD	PTAP TSG101 blk
26	CN(CC(=O)Nc1ccc(N2CCOCC2)cc1)C(=O)CCc1cc(C(C)(C)C)c(O)c(C(C)(C)C)c1	0.0%	5%	27	0%	4%	·	-1%	-32%	-22%	-4%
27	Cc1nc(SCC(=O)N2CCOCC2)c2c(=O)n(C)c(=O)n(CC(C)C)c2n1	0.0%	?	·	34%	-17%	·	?	-3%	-34%	-3%
28	O=c1c(C(c2ccc(F)cc2)c2c(O)nc3n(c2=O)CCCS3)c(O)nc2n1CCCS2	0.4%	2%	1	-3%	2%	4%	4%	-4%	30%	-3%
29	O=C(Nc1cnn(Cc2ccc(F)cc2)c1)c1cc(-c2ccco2)on1	-0.1%	0%	4	1%	5%	7%	4%	0%	-9%	-11%
30	CC(C)NC(=O)NC(=O)CSc1nnc(C(F)(F)F)n1C	-0.1%	2%	4	2%	2%	-1%	2%	0%	-8%	-4%
31	c1ccc(-c2n[nH]nc2-c2ccccc2)cc1	-0.5%	0%	2	1%	-10%	-5%	·	-1%	-7%[7.66 µM]	-6%
32	CCN1CCN(c2cc(C)c3cc(NC(=O)CCC(=O)Nc4ccc(OC)cc4OC)ccc3n2)CC1	-0.2%	0%	3	1%	-1%	5%	2%	-13%	?	0%
33	CCN1CCN(C(=O)c2ccc3c(=O)n(C4CCCC4)c(=S)[nH]c3c2)CC1	-0.3%	-8%	-19	2%	-8%	4%	2%	-21%	-17%	5%
34	COc1ccccc1NC(=O)COC(=O)C1CC2C=CC1C2 (stereo not given)	-0.5%	?	13	-1%	12%	1%	4%	-15%	-6%	-3%
35	Cc1ccn2c(=O)c(C(=O)NCCN3CCOCC3)c(O)nc2c1	0.2%	17%	0	-3%	11%	-6%	-7%	6%	31%	-2%
36	Cc1ccc(C(=O)NCCS(=O)(=O)N2CCN(c3ccccc3F)CC2)cc1[N+](=O)[O-]	0.2%	21µM*	5	4%	3%	22%	4%	-27%	-11%	0%
37	COCC(=O)Nc1ccc(N2CCOCC2)c(S(=O)(=O)Nc2ccccc2OC)c1	-0.1%	13%	·	-7%	-2%	·	-9%	-45%	0%	-1%
38	CC(C(=O)Nc1ccccc1-c1ccccc1)N1CCN(S(=O)(=O)c2ccccc2)CC1 (stereo not given)	-0.4%	-29%	4	2%	-11%	3%	7%[46.1 µM]	-38%	13%	-4%
39	O=C1CC(c2ccc(F)cc2)Cc2nc(NCc3ccco3)ncc21 (stereo not given)	0.1%	25%	22	-3%	13%	7%	2%	2%	0%	-2%
40	O=C(Cc1ccccc1)Nc1ccc2c(c1)OC1(CCCC1)O2	0.2%	?	?	1%	?	·	-6%	4µM*	-9%	0%
41	CC(C(=O)Nc1ccc([N+](=O)[O-])cc1)N1CCN(C/C=C/c2ccccc2)CC1 (stereo not given)	0.0%	?	18	2%	-1%	-4%	4%[46.1 µM]	-59%	-23%	-5%
42	CSc1nsc(SC)c1NC(=O)OCc1ccccc1	-0.2%	24%	6	2%	3%	13%	-1%	7%	-9%	-1%
43	CCn1nc(C)cc1C(=O)N1CCc2c([nH]c3ccccc23)C1c1cc(F)ccc1F (stereo not given)	-1.1%	?	-4	-3%	15%	1%	1%	42%	-30%	-6%
44	O=C(Nc1nccs1)[C@@H]1CCCN1C(=O)c1cccs1	-0.2%	4%	0	-1%	-1%	6%	4%	-8%	-17%	-3%
45	CCOc1ccc(N(C)S(=O)(=O)c2cc(-c3cc(C)no3)ccc2C(C)C)cc1	-0.6%	?	?	-3%	-1%	-2%	-1%	-27%	-26%	-6%
46	CC(C)CNC(=O)Cn1nc(C(F)(F)F)c2c1CCCC2	0.1%	15%	3	4%[11.5 µM]	2%	-2%	8%	4%	24%	-2%
